Bioassay records (PubChem)
Ins promoter up: insulin promoter activators in MIN6 cells, imaging, high-content screening, mouse beta cells; MIN6 insulin promoter-GFP reporter; hits give high values; z-score at 5 µM; actives 0.3% (n = 190,000); AID 1625, 2009;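 active = z-score above 3 at 5 µM with at least 500 cells counted in the well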
Autophagy mod: autophagy modulators in MEF cells, primary screen, imaging, high-content, MEF GFP-LC3. MEF GFP-LC3 puncta imaging; test concentration mostly 10 µM. actives 0.98% (n = 190,000). AID 463193, 2010. calls only at 10 µM (by protocol);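 active = percentage of spot-positive cells more than 3 SD above its plate mean, without a fluorescence outlier flag or 80% toxicity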;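 note: spot-positive cell cutoff set from DMSO-treated cells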
K1F lysis inhibition: inhibition of K1F phage lysis, E. coli UTI89, bacterial capsule biogenesis inhibitors, alamar blue (AID 488966) | E. coli UTI89 K1F phage lysis, alamar blue, 2 h; higher % means a stronger effect | inhibition, % at 100 µM, or IC50 in µM where a hit was titrated | actives 0.02% (n = 340,000);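 active = phage lysis inhibition, versus mean bacterial control, above a set limit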;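 note: capsule biogenesis inhibitors block K1F phage lysis so surviving cells raise fluorescence; higher fluorescence means more inhibition of phage lysis; actives were called in the ten point dose series up to 300 µM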
P. falciparum M17LAP: P. falciparum M17LAP inhibitors, primary screen, biochemical, fluorogenic H-Leu-NHMec substrate, 1536-well (AID 1619); inhibition, % at 30 µM, or IC50 in µM where a hit was titrated; Leucine aminopeptidase (Plasmodium falciparum (isolate 3D7)); recombinant M17LAP, H-Leu-NHMec fluorogenic kinetic assay; higher % means a stronger effect; actives 0.38% (n = 220,000);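 active = compound inhibiting the enzyme by more than half at any dose during confirmatory dose-response retesting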;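 note: plate controls were full reaction with DMSO carrier for no effect and no enzyme background for full effect; strong numbers were not always called active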
b-catenin transl: modulators of beta-catenin nuclear translocation, primary screen, imaging, HeLa cells, immunofluorescence, high-content; nuclear translocation activity, % at 5 µM; actives 0.3% (n = 190,000); AID 1665, 2009;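 active = nuclear translocation activity above 50% at 5 µM, with a well cell count of 50 or more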;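 note: per-cell ratio of nuclear to cytoplasmic median beta-catenin stain intensity; plate controls were DMSO negative control for no effect and GSK-3 inhibitor IX positive control for full effect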
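System: Human HeLa cells, endogenous beta-catenin | Compound dosing: 5 µM primary, 0.02–20 µM confirmation | Timing: 24 h compound exposure at 37°C, 5% CO2 | Measured by: Fluorescence imaging of beta-catenin antibody stain plus DAPI | Read-out basis: % activation of per-cell nuclear versus cytoplasmic median beta-catenin signal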
ER stress rescue: rescue of cells from ER stress-induced death, primary screen, 384-well, CSM14.1, thapsigargin, ATP luminescence (AID 1222) | CSM14.1 thapsigargin-induced death rescue, ATP luminescence; higher % means a stronger effect | 190,000 tested, under 10 active | cellular ATP content (survival), % at 20 µM, or EC50 in µM where a hit was titrated;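 active = EC50 below 50 µM in the dose-response confirmation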;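 note: death triggered by thapsigargin at about 15 µM added after 2 h compound pretreatment; cell ATP read after overnight thapsigargin exposure of roughly 18 to 22 hours; normalized against plate controls of thapsigargin alone and 5% DMSO vehicle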
Dynein transport: inhibitors of GR-EGFP nuclear translocation, primary screen, dynein cargo transport inhibitor project, imaging, high-content, 3617.4 mouse cells | test concentration mostly 20 µM; stimulated with dexamethasone, 1 µM; hits give low values | z-score, hits read low | actives 0.47% (n = 220,000) | AID 1381, 2008;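 active = plate z-score of nuclear minus cytoplasmic receptor signal below a set negative limit, without overly bright fluorescence or cell loss, cut at about -3.5 in these data, passing the limit was not always enough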;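 note: z-score of nuclear minus cytoplasmic ring GR-EGFP intensity difference per well; some compounds called inactive have numbers as strong as hits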
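Also added – dexamethasone, 1.0 µM final · Buffer or medium – tet-free, stripped-serum medium · Schedule – induction 48 h, compound 1 h, agonist 30 min · Detection – formaldehyde fixation, Hoechst nuclear stain, 10x automated fluorescence imaging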
M1AAP inhibition: P. falciparum M1AAP inhibitors, biochemical, fluorogenic H-Leu-NHMec substrate, 1536-well (AID 1445) | Aminopeptidase N (Plasmodium falciparum (isolate 3D7)) | recombinant M1AAP, H-Leu-NHMec fluorogenic kinetic assay; higher % means a stronger effect | inhibition, % at 30 µM, or IC50 in µM where a hit was titrated | actives 0.42% (n = 220,000);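 active = primary inhibition above the hit cutoff, then over 50% inhibition at one or more dose response concentrations, cut at about 23% in these data, passing the limit was not always enough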;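 note: plate controls were DMSO full reaction for no effect and no enzyme background for full effect; strong numbers were not always called active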
MT stabilizer: microtubule stabilizers in HeLa cells, primary screen, imaging, high-content imaging | HeLa tubulin immunostaining HCS, 24 h; share of cells brighter than vehicle mean+2SD | % tubulin-high responders, % at 10 µM | actives 0.83% (n = 200,000) | AID 2205, 2009;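 active = plate Z-score above 3 for both tubulin-high and condensed-nucleus cell shares, with cell loss under 80%, at 10 µM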;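 note: anti alpha tubulin signal scored within the nucleus-defined area of each cell; some results filed as inactive read as strong as hits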
Dynein transport cytoplasmic EGFP: also measured in Dynein transport; calls as there; z-score; measured here: cytoplasmic GR-EGFP intensity; hits give high values
Dynein transport nuclear GR-EGFP: second read-out of Dynein transport, no call of its own (marks repeat the call); z-score; measured here: nuclear GR-EGFP intensity;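 lower value marks the stronger effect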
Dynein transport cell count: second read-out of Dynein transport, no call of its own (marks repeat the call); z-score; measured here: cell count per field
Ins promoter up cell count: also measured in Ins promoter up; calls as there; cell count; measured here: cytotoxicity, nuclei count;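 total cells summed across four imaged fields per well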
b-catenin transl cell count 5 µM: second read-out of b-catenin transl, no call of its own (marks repeat the call); cell count; measured here: cell count, cytotoxicity flag
MT stabilizer Hoechst-high %: further read-out of MT stabilizer, marked with its call; % Hoechst-high responders; measured here: nuclear condensation Hoechst responders;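 share of cells brighter than vehicle mean plus two SD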
MT stabilizer cytotoxicity %: also measured in MT stabilizer; calls as there; toxicity, %; measured here: cytotoxicity by cell density;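 0% = mean cell density of plate MIN control wells and 100% = no cells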
Autophagy mod cell loss 18 h: further read-out of Autophagy mod, marked with its call; toxicity, %; measured here: cell loss, nuclei count;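 cell loss after 18 h compound exposure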
* marks the source's active call; other numbers are inactive results; i = inactive; . = no result given; + = active, no number; [ ] = dose if it differs, or a comment. Hits appear at their usual frequency; overall some 2.9% were active at least once.

No.	Structure	Ins promoter up	Ins promoter up cell count	Autophagy mod	Autophagy mod cell loss 18 h	K1F lysis inhibition	P. falciparum M17LAP	b-catenin transl	b-catenin transl cell count 5 µM	ER stress rescue	Dynein transport	Dynein transport cytoplasmic EGFP	Dynein transport nuclear GR-EGFP	Dynein transport cell count	M1AAP inhibition	MT stabilizer	MT stabilizer Hoechst-high %	MT stabilizer cytotoxicity %
1	CC1=C(CCN2CCN(C(C)C)C(CCO)C2)C(C)(C)CCC1 (stereo unspecified)	1.78	1473	i	22.2	0.2%	-3.4%	-2.4	1017	-1.3%	0.116	-0.264	5.29e-05	0.579	2.2%	1.0	1.6	1.7
2	Cc1ccc2[nH]c(-c3ccccc3)cc(=O)c2c1	-1.67	870	i	56.6	3.5%	-8.2%	92.9*	393*	-4.8%	0.51	0.00574	0.832	-0.641	3.7%	43.0*	22.2*	73.2*
3	Cc1ccc(NC(=O)C2CCN(S(=O)(=O)c3ccccc3)CC2)cc1	-0.38	1464	i	21.8	0.1%	16.9%	-3.5	1052	0.8%	-0.421	-0.34	0.0234	0.618	3.9%	1.2	1.0	8.7
4	CCc1cc(=O)oc2cc(C)cc(OCC(=O)C(C)(C)C)c12	-0.76	1208	i	3.4	0.0%	-1.3%	-0.5	1134	-0.2%	-0.549	-0.306	-0.536	-0.395	15.9%	3.2	0.8	6.5
5	COC(=O)c1ccc(CO/N=C/c2ccc(OC)cc2)o1	-0.14	1249	i	0.3	0.1%	3.1%	-0.3	1108	-1.7%	-0.526	-0.265	-0.24	0.0888	14.2%	3.8	3.0	7.4
6	CC(=O)N1C(=O)C2(C(C#N)=C(N)Oc3c2c(C)nn3-c2ccccc2)c2ccccc21 (stereo unspecified)	-0.14	1007	i	-23.2	-0.5%	3.4%	-0.2	1101	0.0%	1.34	-0.193	0.875	-0.876	18.4%	3.0	3.3	16.3
7	Cc1ccc(-n2cc(C(=O)c3ccc(F)cc3)nn2)cc1Cl	-0.37	1529	i	-22.1	0.3%	-7.3%	-1.6	1432	-2.4%	-0.281	0.179	0.624	0.402	3.5%	2.3	2.3	4.3
8	CN(C#N)c1nccc(-c2cccs2)n1	0.35	1379	i	-6.8	0.5%	-9.2%	0.1	990	-0.5%	-0.0692	-0.352	0.00603	0.282	8.7%	3.8	2.7	6.4
9	CC(=O)c1sc(NC(=O)c2ccccc2F)nc1-c1ccccc1	.	.	i	-9.7	0.3%	14.9%	-0.3	998	1.3%	-0.973	-0.193	-0.461	0.535	5.0%	2.2	1.3	0.2
10	CCOc1ccc(-c2c(C(=O)N/N=C/c3ccc(OC(C)C)cc3)nnn2-c2nonc2N)cc1	0.24	1631	i	0.1	10.1%	3.7%	3.6	1013	-2.4%	0.547	-0.0908	0.0971	-1.12	10.8%	4.3	1.8	0.8
11	CCCCOC(=O)c1cccnc1	-0.11	1474	.	.	1.8%	-0.4%	-1.8	1155	.	0.811	-0.254	0.159	0.389	2.5%	.	.	.
12	CN(C)CCOc1nc(-c2ccccc2)nc2c1oc1ccccc12	-0.5	897	+	14.1*	4.4%	-1.0%	-4.9	680	-3.1%	0.702	-0.168	0.0316	0.396	-0.4%	2.7	1.0	4.9
13	Cc1ccc(/C=N/NC(=O)c2cc(C)oc2C)o1	0.33	1958	i	-24.9	0.3%	12.2%	-1.6	1048	1.0%	0.224	-0.218	-0.212	0.189	12.3%	1.6	1.0	4.7
14	Cc1cc(NC(=O)COC(=O)c2cccc(OCc3ccccc3)c2)no1	0.06	1654	i	6.9	-0.3%	6.0%	-2.5	1384	-2.1%	0.367	-0.242	-0.796	0.0641	-2.5%	2.6	1.9	2.4
15	O=C(NCc1ccco1)C(NS(=O)(=O)c1cccc2nsnc12)c1ccccc1 (stereo unspecified)	-0.66	1579	i	10.4	-0.3%	15.0%	-8.8	987	0.7%	-0.554	-0.296	-0.502	0.177	2.1%	2.8	3.2	6.6
16	O=C(NC1CC1)C1CCC(=O)N1C1CCCC1 (stereo unspecified)	1.4	1215	i	-0.6	0.0%	-7.3%	.	.	.	2.27	-0.144	1.37	-2.04	-7.9%	5.3	2.7	6.1
17	CCOC(=O)C1(CC2CC2)CCN(Cc2ccc(OC)cc2F)CC1	0.3	1482	i	-0.4	0.1%	13.1%	1.7	959	-1.4%	1.03	-0.0389	0.778	-1.61	-4.3%	3.0	3.0	1.6
18	O=C(Cc1ccccc1)N/N=C/c1cccc([N+](=O)[O-])c1	-0.01	1174	i	-5.1	0.1%	-6.1%	-1.6	1076	0.3%	2.21	-0.357	1.37	-1.3	5.7%	4.4	2.6	6.4
19	CC(=O)Nc1ccc(S(=O)(=O)NCC(=O)OCC(=O)NC(=O)C2CCCCC2)cc1	0.99	1332	i	-8.5	4.0%	17.9%	-2.2	524	2.1%	-0.788	-0.322	-0.802	1.07	7.4%	2.0	3.6	6.4
20	CCOc1cc(N2CCOCC2)c(OCC)cc1NC(=O)c1ccccc1	0.14	1162	i	-6.6	0.1%	2.4%	1.7	1074	0.0%	0.517	-0.116	0.18	0.174	0.4%	2.3	2.4	6.0
21	Cc1onc(-c2ccccc2Cl)c1C(=O)Nc1ccc(Cl)cn1	-0.26	1452	.	.	5.3%	-0.1%	-0.8	1281	.	1.43	-0.273	0.468	-0.562	3.2%	.	.	.
22	NC(=O)c1cc2ccccc2o/c1=N/NC(=O)c1cccs1	0.45	1194	i	7.8	-0.4%	9.8%	0.0	1141	7.2%	-0.289	-0.314	-0.27	0.654	5.5%	3.8	1.5	3.1
23	Cn1c(=O)c2c(nc(CN3CCN(c4ccccc4)CC3)n2Cc2c(F)cccc2Cl)n(C)c1=O	-0.91	1132	i	-3.5	-0.8%	3.8%	-3.7	1010	-1.7%	-0.402	-0.31	0.0781	-0.177	6.6%	5.1	2.1	4.3
24	CCNC(=S)N/N=C/c1ccc(F)cc1	-0.28	1257	i	27.0	.	4.8%	-2.1	1109	0.4%	0.143	-0.186	0.392	0.357	-0.4%	5.4	3.4	3.9
25	CCOc1ccc(S(=O)(=O)NCCC(=O)OCC(=O)c2ccc[nH]2)cc1	-0.18	1301	i	-7.4	-1.4%	-1.3%	-3.0	1123	0.2%	0.799	-0.216	0.685	-1.17	11.0%	1.6	1.8	9.6
26	O=C(Nc1cccc(S(=O)(=O)NC2=NCCCCC2)c1)c1cc(-c2ccco2)nc2ccccc12	0.05	1499	.	.	0.1%	-3.1%	-1.1	1111	.	-1.26	0.222	-0.568	-1.2	16.6%	.	.	.
27	CC(C)Oc1ccc(N2C(=O)c3ccccc3C2=O)cc1	.	.	i	-6.2	8.2%	-11.6%	.	.	-1.4%	-0.137	0.281	-0.0288	-0.0991	0.9%	2.8	2.2	5.7
28	COC(=O)c1ccc(NC(=O)COc2ccc(S(=O)(=O)NC(C)C)cc2)cc1	.	.	i	1.3	0.6%[50 µM]	8.7%	.	.	-2.9%	-0.843	-0.185	-0.583	-0.0701	-5.8%	3.0	1.6	5.9
29	CC(c1nnnn1C(C)(C)C)N(Cc1cccnc1)Cc1ccccc1Cl (stereo unspecified)	-0.64	919	i	-1.8	1.6%	-5.5%	0.0	1137	0.7%	-0.105	0.0381	0.168	0.117	-0.8%	1.6	1.8	9.5
30	O=C(CSc1nc2ccccc2c(=O)n1NC(=O)Cc1ccccc1)NCc1ccccc1Cl	.	.	i	-24.9	0.6%	-1.1%	.	.	6.2%	-0.285	-0.0912	0.35	0.364	2.3%	3.0	1.9	7.8
31	Cc1c(C(=O)O)cnc2c([N+](=O)[O-])cnn12	0.03	1645	i	-1.4	-0.1%	12.2%	-3.0	1058	1.2%	0.131	-0.266	-0.0579	-0.791	16.4%	3.4	2.1	2.7
32	COc1cccc(C2C(C#N)=C(N)Oc3cc(N)ccc32)c1OC (stereo unspecified)	1.61	1159	i	-49.4	14.4%	-6.5%	-1.7	549	-1.0%	-0.195	2.12	0.726	0.227	-0.5%	3.3	1.3	5.6
33	CC(=O)OC(C)C[N+](C)(C)C (stereo unspecified)	.	.	i	25.7	3.3%	-20.8%	-2.3	315	-3.7%	-0.192	-0.178	0.404	0.53	-5.1%	2.1	2.0	9.1
34	CCc1nnc(NC(=O)C2(C)COC(c3ccccc3)OC2)s1 (stereo unspecified)	2.01	1130	i	15.8	0.3%	6.3%	0.8	1110	0.1%	-0.324	-0.166	0.52	0.119	5.4%	4.2	3.0	5.2
